# Screening data deposited in PubChem by National Center for Advancing Translational Sciences (NCATS).
# pAkt inh – blocks phosphorylation of Akt; Neuro2A IGF-stimulated pAkt S473 HTRF, 20 min; active compounds read low; AID 651550; 360,000 tested, 0.32% active; activity change, % for hits at 50 µM; in the data active means activity change below about -80%; inconclusive means mostly about -51% to -80%; further: on the % scale 0 is the no-effect control and ±100 the full control effect
#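 Neuro2A cells in DMEM with 0.5% FBS, overnight at 37 deg C, given compound at single 50 µM final, then IGF (6 nM final) for 20 min at 37 deg C. Lysed; phospho-Akt Ser473 by HTRF after 24 h, 665/615 ratio.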
# EPAC2 agonist – activates human EPAC2 exchange factor. Q8WZA2. EPAC2 activation, biochemical qHTS; response scale: 100% = 6.5 mM cAMP response. Potency, µM (top dose mostly 154 µM), without a hit: at the highest dose activation, actives largely listed as activators. 360,000 tested, 0.079% active. AID 720711; further: potency means the concentration at half of the fitted maximal effect; nearly all actives have a fitted effect of over 50% in size
#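 Nucleotide exchange monitored as fluorescence drop when BODIPY-GDP leaves Rap1B. Reaction: 100 nM EPAC2, 250 nM RAP1B-BODIPY-GDP, 50 uM GDP, room temperature, kinetic read over 30 min. Activity expressed relative to 6.5 mM cAMP.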
# EPAC2 antagonist – blocks human EPAC2 exchange factor; Q8WZA2; EPAC2 GEF exchange of Rap1B-BODIPY-GDP, fluorescence; Potency, µM (titrated, usually from 114 µM), without a hit: at the highest dose activity, negative = inhibition, usual class: inhibitors; 360,000 tested, 0.18% active; further: potency means the concentration at half of the fitted maximal effect; on the % scale 0 is the no-effect control and ±100 the full control effect; nearly all actives have a fitted effect of over 45% in size; many of its hits are not listed in these tables
# DRD3 antagonist – D3 dopamine receptor (human) antagonism | P35462 | D3R cells, DiscoveRx beta-arrestin luminescence, antagonist mode; active compounds read low | max response, negative = inhibition, % | 360,000 tested, 2.5% active | AID 652054; in the data active means max response below about -50%; inconclusive means no clear call, values can overlap the other calls; further: on the % scale 0 is the no-effect control and ±100 the full control effect; mostly tested at two doses, the higher about 12 µM
# Target sequence (P35462 whole entry, looked up): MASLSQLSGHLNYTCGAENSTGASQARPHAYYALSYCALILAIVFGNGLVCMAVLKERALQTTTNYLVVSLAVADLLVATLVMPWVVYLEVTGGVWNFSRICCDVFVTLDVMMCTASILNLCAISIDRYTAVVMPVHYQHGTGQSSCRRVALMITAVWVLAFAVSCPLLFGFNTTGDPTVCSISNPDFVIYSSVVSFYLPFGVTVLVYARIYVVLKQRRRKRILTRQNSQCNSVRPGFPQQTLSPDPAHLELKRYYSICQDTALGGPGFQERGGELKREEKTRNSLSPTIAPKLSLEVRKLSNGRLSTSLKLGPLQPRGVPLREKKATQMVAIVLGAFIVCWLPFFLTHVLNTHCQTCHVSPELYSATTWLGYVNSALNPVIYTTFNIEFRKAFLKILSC
#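 Cells expressing the human receptor were seeded at 1500 cells/well, incubated overnight at 37 degrees C in 5% CO2, then exposed to library compounds with dopamine controls for 90 minutes at 37 degrees C before luminescent detection.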
# CCT chaperon mod – cytosolic chaperonin activity modulation; activity change, % (test concentration not listed), hits read low; 360,000 tested, 0.3% active; purified chaperonin ATPase assay, HTRF ADP detection, 30 min; AID 651819; in the data active means activity change below about -30%; further: on the % scale 0 is the no-effect control and ±100 the full control effect
#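 First, chaperonin was dispensed at 40 nM or 20 nM final depending on batch activity. Next, compounds were pinned at 76 uM and ATP added at 10 uM. After 30 min at 37 °C, ADP detection reagents ran 30 min at ambient temperature.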
# PTHR1 agonist – PTHR1 (human) receptor agonism. Q03431. HEK293 GP2 PTHR1 cells, GloSensor cAMP luminescence, 1 h. Potency, µM (series often up to 115 µM), for inactives: at the highest dose activation, hits mostly activators. 410,000 tested, 0.075% active; further: potency means the concentration at half of the fitted maximal effect; nearly all actives have a fitted effect of over 55% in size; some results filed as inactive show a strong effect at the top dose; inactives centre near -15; many of its hits are not listed in these tables
# Target sequence (Q03431 whole entry, looked up): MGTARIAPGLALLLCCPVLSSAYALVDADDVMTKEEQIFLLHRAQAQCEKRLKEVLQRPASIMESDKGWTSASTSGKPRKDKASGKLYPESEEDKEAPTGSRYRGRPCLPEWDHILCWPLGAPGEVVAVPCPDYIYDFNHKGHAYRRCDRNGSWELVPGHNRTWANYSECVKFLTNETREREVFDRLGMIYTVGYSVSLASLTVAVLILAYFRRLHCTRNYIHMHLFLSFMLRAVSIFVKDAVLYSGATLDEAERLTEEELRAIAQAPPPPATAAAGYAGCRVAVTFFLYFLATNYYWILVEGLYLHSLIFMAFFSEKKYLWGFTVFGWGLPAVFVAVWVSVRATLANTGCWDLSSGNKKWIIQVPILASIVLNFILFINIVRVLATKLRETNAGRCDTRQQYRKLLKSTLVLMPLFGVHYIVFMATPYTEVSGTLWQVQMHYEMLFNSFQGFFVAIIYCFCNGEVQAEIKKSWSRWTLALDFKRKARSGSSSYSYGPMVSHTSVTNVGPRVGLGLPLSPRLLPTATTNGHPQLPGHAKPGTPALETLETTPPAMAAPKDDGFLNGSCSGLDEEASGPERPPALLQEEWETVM
#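 HEK-293-derived GP2 cells expressing PTHR1 and a GloSensor cAMP reporter, 3,000/well, plated overnight, given luciferin plus IBMX (each 0.5 mM as added) for 1 h at 37 °C, then compound for 1 h at 37 °C. Luminescence was read after 15 min at room temperature.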
# DRD3 agonist – activates the human D3 dopamine receptor. D3R DiscoveRx beta-arrestin cells, luminescence, 90 min. max activation, %. 410,000 tested, 0.58% active; in the data active means max activation above about 30%; further: 0% is about no effect; mostly tested at two doses, the higher about 12 µM
#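 Cells at 1500/well, incubated overnight, then treated with pinned compounds (dopamine as control) for 90 min at 37 degrees C. DiscoveRx reagent added for 30 - 60 minutes at room temperature; luminescence read.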
# MmCpn inh – M. maripaludis TRiC chaperonin inhibition; purified Mm-Cpn ATPase, ADP Transcreener TR-FRET; 330,000 tested, 0.031% active; Potency, µM (titrated, usually from 76.9 µM), inactives show at the highest dose activity, negative = inhibition, usual class: inhibitors; AID 504842; further: potency means the concentration at half of the fitted maximal effect; on the % scale 0 is the no-effect control and ±100 the full control effect; nearly all actives have a fitted effect of over 80% in size
#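 Inhibition of chaperonin ATP hydrolysis is measured as reduced ADP production, detected by competitive TR-FRET in which signal falls with ADP. Final enzyme 25 nM and ATP 10 uM, reacted 30 min at 37°C.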
# The depositor's hits bear a star; i = inactive; ? = inconclusive; / = no result given; [ ] = dose if it differs, or a comment. Unless noted, the call rests on the fitted dose curve; in most records, active means well fitted curve in the direction sought with a large enough effect; inconclusive means small, poorly fitted or top-dose-only effect, or another doubt; inactive means no such curve, though single readings can be large; an effect the other way counts as inactive or inconclusive. Not all compounds are listed. The share of hits here may be higher or lower than overall.
1. CCCCn1c2nc3ccccc3nc2c2c(=O)n(C(C)CC)cnc21 (stereo not drawn)
2. CCOC(=O)C1CCN(S(=O)(=O)c2cc(Br)cc3c2N(C(C)=O)C(C)C3)CC1 (stereo not drawn)
3. COc1ccc(CNC(=O)CCS(=O)(=O)c2ccc3c(c2)NC(=O)CS3)cc1
4. COc1ccc(OC)c(C2C(C(C)=O)=C(O)C(=O)N2CCc2ccc(OC)c(OC)c2)c1 (stereo not drawn)
5. Cc1cc(NS(=O)(=O)c2ccc(NC(=S)NC(=O)c3ccc(Cl)cc3Cl)cc2)no1
6. O=C(C1CCC(=O)N1Cc1ccccc1Cl)N1CCN(c2ccc(F)cc2)CC1 (stereo not drawn)
7. Fc1ccc(/C=N/N2CCOCC2)c(F)c1
8. Cc1nc2cc(C)c(C)cc2o1

entry no.	1	2	3	4	5	6	7	8
pAkt inh	i	i	i	i	i	i	i	i
EPAC2 agonist	-12%	-12%	6%	0%	-7%	6%	4%	11%
EPAC2 antagonist	11%	13%	0%	4%	13%	0%	3%	1%
DRD3 antagonist	-18	-3	4	-4	?	7	-4	3
CCT chaperon mod	1.5	1.7	0.1	-1.4	0.4	-4.6	0.8	0.8
PTHR1 agonist	i	-25%	-16%	i	i	-16%[57.5 µM]	i	i
DRD3 agonist	23	1	0	-2	-10	5	-1	22
MmCpn inh	0%	-1%	3%	2%	/	0%	0%	/

9. Cc1ccc2[nH]c(=O)c(CN(Cc3cccnc3)C(=S)NCCCN(C)C)cc2c1
10. COc1ccc(C(CNC(=O)c2ccc(NS(=O)(=O)c3cccc([N+](=O)[O-])c3)cc2)N2CCOCC2)cc1 (stereo not drawn)
11. CC(=O)NC(Cc1ccc(C)cc1)C(=O)NC1CCN(C(=O)NCc2ccccc2)CC1 (stereo not drawn)
12. CCC(C)(C)c1ccc(Oc2ccc(N)cc2)cc1
13. COC(=O)[C@]1(C)CCC[C@@]2(C)C3CC[C@@]4(C)C[C@]3(CCC21)CC4=NO (stereo partly drawn)
14. O=C(/C=C/c1ccco1)NC(=S)Nc1cc(C(F)(F)F)ccc1N1CCOCC1
15. O=C(NCc1ccccc1)c1cc(=O)[nH]c2ccccc12
16. CC(=O)Nc1ccc(C2Nc3ccccc3C(=O)N2C2CCCCC2)cc1 (stereo not drawn)

entry no.	9	10	11	12	13	14	15	16
pAkt inh	i	i	i	i	i	i	i	/
EPAC2 agonist	-5%	-4%	11%	-16%	-8%	-3%	10%	6%
EPAC2 antagonist	9%	-2%	15%	?	-12%	-8%	3%[57.1 µM]	0%
DRD3 antagonist	8	-12	-4	15	9	-7	?	7
CCT chaperon mod	-0.3	-0.4	-3.8	3.9	-1.7	-6.9	-0.9	-0.1
PTHR1 agonist	i	-36%[inhibitor]	20%	i	i	-20%	13%[57.5 µM]	i
DRD3 agonist	-2	-1	-10	1	6	-4	-7	-2
MmCpn inh	1%	0%	0%	5%	1%	-1%	-3%	0%

17. Cc1ccc(C)c(NC(=S)NC(NC(=O)OCc2ccccc2)C(Cl)(Cl)Cl)c1 (stereo not drawn)
18. O=C1CCc2cc(NS(=O)(=O)c3ccccc3)cc3c2N1CCC3
19. O=C1c2ccc([N+](=O)[O-])cc2C(=O)N1c1ccc([N+](=O)[O-])cn1
20. CC1(C(=O)Nc2ccc(Cl)c(Cl)c2)CCN1C(=O)C1CCCCC1 (stereo not drawn)
21. Cc1c(N(C(=O)CNC(=O)c2ccccc2)C2(C(=O)NC3CCCCC3)CCCCC2)c(=O)n(-c2ccccc2)n1C
22. COc1cccc(NC(=O)CCN2CCOCC2)c1
23. COc1ccc(/C=N/n2c(N)nc(-c3ccccc3)c2-c2ccccc2)cc1
24. O=C(NCC(=O)N(c1cccc(F)c1)C(C(=O)NC1CCCC1)c1cccnc1)c1ccco1 (stereo not drawn)

entry no.	17	18	19	20	21	22	23	24
pAkt inh	i	i	i	i	i	i	i	i
EPAC2 agonist	-3%	5%	10%	15%	10%	-2%	0%	7%
EPAC2 antagonist	-2%	-6%	13%	1%	3%	5%	-20%	0%
DRD3 antagonist	?	6	-1	14	-14	-15	-2	5
CCT chaperon mod	2.0	-0.8	0.6	-1.2	-1.2	0.3	2.3	-0.4
PTHR1 agonist	-23%	-46%	-22%	-11%	i	-24%	-37%[inhibitor]	-13%
DRD3 agonist	-3	0	-4	5	2	-4	-3	2
MmCpn inh	-1%	0%	/	/	1%	-3%	2%	-2%

# Entries of single compounds from above.
# `O=C1c2ccc([N+](=O)[O-])cc2C(=O)N1c1ccc([N+](=O)[O-])cn1` is entered as pAkt inh: i; EPAC2 agonist: 10%; EPAC2 antagonist: 13%; DRD3 antagonist: -1; CCT chaperon mod: 0.6; PTHR1 agonist: -22%; DRD3 agonist: -4; MmCpn inh: /
# `CCC(C)(C)c1ccc(Oc2ccc(N)cc2)cc1` is entered as pAkt inh: i; EPAC2 agonist: -16%; EPAC2 antagonist: ?; DRD3 antagonist: 15; CCT chaperon mod: 3.9; PTHR1 agonist: i; DRD3 agonist: 1; MmCpn inh: 5%

# (more compounds)
25. CCCCC1CCC(C(=O)NC2CCS(=O)(=O)C2)CC1 (stereo not drawn)
26. CCCc1cc(C(=O)Nc2ccc(F)cc2F)no1
27. COc1ccc(NC(=O)c2ccc(-c3nn(C)c(=O)c4ccccc34)cc2)cc1C(N)=O
28. N#C/C(=N\Nc1ccccc1F)C(=N)N1CCCCC1
29. O=[N+]([O-])c1cccnc1NCCc1ccccc1
30. COc1cccc(C(=O)Nc2cccc(NC(=O)c3ccccc3Cl)c2)c1
31. CCOC(=O)Cc1cnc(NC(=O)c2ccccc2)s1
32. O=C(Nc1cccc(S(=O)(=O)NC2=NCCC2)c1)C1CCC1

entry no.	25	26	27	28	29	30	31	32
pAkt inh	i	i	i	i	i	i	/	i
EPAC2 agonist	4%	-1%	14%	11%	0%	19%	6%	-3%
EPAC2 antagonist	-7%	3%	16%	-6%	-14%	9%	-6%	9%
DRD3 antagonist	-21	-3	-10	17	6	-8	8	1
CCT chaperon mod	-46*	-0.4	0.6	-1.1	-1.7	-1.2	0.4	-0.5
PTHR1 agonist	i	-36%[inhibitor]	-14%	-8%[57.5 µM]	-12%	i	-14%[57.5 µM]	-2%
DRD3 agonist	-1	6	-2	-1	4	-2	8	3
MmCpn inh	1%	3%	1%	1%	1%	1%	3%	2%

33. CC1(C)O[C@@H]1COc1c2ccoc2cc2oc(=O)ccc12
34. CCn1c(SCC(=O)NCCc2ccccc2)nnc1-c1cccs1
35. CCc1ccc(/C=C2\SC(=S)N(CCC(=O)Nc3cc(C)on3)C2=O)cc1
36. O=C(NCc1ccco1)c1ccc2snnc2c1
37. CCOC(=O)c1sc2nc(CC(=O)OC)nc(NCCN3CCOCC3)c2c1C
38. CN(Cc1ccccc1)C(=O)c1ccc2c(c1)OCO2
39. COc1ccc(C(O)C(O)(C(=O)OC(C)C)c2ccc(C)cc2)cc1 (stereo not drawn)
40. CCOC(=O)c1c(NC(=O)Cn2cnc([N+](=O)[O-])n2)sc2c1CCCC2

entry no.	33	34	35	36	37	38	39	40
pAkt inh	i	i	i	i	i	i	i	i
EPAC2 agonist	4%	1%	0%	3%	3%	4%	-1%	19%
EPAC2 antagonist	-9%	15%	1%	-4%	3%	-1%	-10%	-7%
DRD3 antagonist	6	-11	1	-9	10	9	-17	8
CCT chaperon mod	-1.1	1.3	1.3	0.6	-2.0	0.2	/	-0.9
PTHR1 agonist	-13%	i	i	-13%[57.5 µM]	i	-30%[57.5 µM]	-12%	i
DRD3 agonist	3	-8	-5	2	-5	1	-1	1
MmCpn inh	-2%	2%	1%	1%	-5%	0%	/	0%

# Reprinted at random: 3 records from the list, in no set order.
38. CN(Cc1ccccc1)C(=O)c1ccc2c(c1)OCO2
39. COc1ccc(C(O)C(O)(C(=O)OC(C)C)c2ccc(C)cc2)cc1 (stereo not drawn)
40. CCOC(=O)c1c(NC(=O)Cn2cnc([N+](=O)[O-])n2)sc2c1CCCC2

entry no.	38	39	40
pAkt inh	i	i	i
EPAC2 agonist	4%	-1%	19%
EPAC2 antagonist	-1%	-10%	-7%
DRD3 antagonist	9	-17	8
CCT chaperon mod	0.2	/	-0.9
PTHR1 agonist	-30%[57.5 µM]	-12%	i
DRD3 agonist	1	-1	1
MmCpn inh	0%	/	0%

# More structures:
41. O=C(Nc1nccs1)c1ccc(Br)c(S(=O)(=O)N2CCCC2)c1
42. CC(C)c1nccn1S(=O)(=O)c1cccc([N+](=O)[O-])c1
43. CCC(C)NC(=O)c1cc2c(=O)n3ccccc3nc2s1 (stereo not drawn)
44. CCc1ccccc1NC(=O)CSc1nnc(C2CC2)n1CC1CCCO1 (stereo not drawn)
45. COc1ccc(N(CC(=O)NCc2ccc(F)cc2)C(=O)c2snc(C(N)=O)c2N)cc1
46. Cc1cccc(Cn2ccc(N)n2)c1
47. CC(C)(C)/C=N/NC(=O)CNC(=O)c1ccc2c(c1)OCCO2
48. CCNC(=O)C1(C)CCCN1C(=O)c1cnc2ccccc2n1 (stereo not drawn)

entry no.	41	42	43	44	45	46	47	48
pAkt inh	i	i	i	i	i	i	i	i
EPAC2 agonist	11%	3%	1%	13%	1%	14%	0%	7%
EPAC2 antagonist	8%	6%	19%	-10%	-5%	2%	27%	11%
DRD3 antagonist	-6	17	18	-21	8	-11	14	-58*
CCT chaperon mod	0.5	-1.9	-0.6	-2.5	2.3	-3.4	-0.8	1.7
PTHR1 agonist	-27%	i	-6%	-2%	i	-9%	i	-3%
DRD3 agonist	0	5	11	-9	11	-7	2	-3
MmCpn inh	1%	1%	-5%	1%	-2%	1%	0%	/

49. COc1cc(/C=N/n2cnnc2)ccc1OCCSc1ccc(C)cc1
50. CCOC(=O)C1CCCN(S(=O)(=O)CCNC(=O)c2ccccc2)C1 (stereo not drawn)
51. O=C(Nc1ccccc1)Nc1ncc(C(F)(F)F)cc1Cl
52. Cc1cccc(C(=O)NCCc2ccc(S(N)(=O)=O)cc2)c1[N+](=O)[O-]
53. O=C(CSc1ncnc2ccccc12)NCC(=O)c1ccccc1

entry no.	49	50	51	52	53
pAkt inh	i	i	i	i	i
EPAC2 agonist	2%	4%	6%	-4%	12%
EPAC2 antagonist	-1%	-9%	6%	1%	1%
DRD3 antagonist	-17	-6	-23	-12	-2
CCT chaperon mod	-1.0	-3.9	-2.3	0.0	-2.3
PTHR1 agonist	i	26%	-3%	i	-12%
DRD3 agonist	8	-10	-4	0	1
MmCpn inh	0%	-4%	/	4%	2%
